# Screening data as filed in PubChem.
# Myeloid diff 2 – myeloid differentiation induction. ER-HoxA9 myeloid progenitors, lysozyme-GFP differentiation, flow cytometry. calls only at 10 µM. hit rate 1% among 360,000. AID 624256;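 active = normalized GFP-positive differentiation at or above the plate's own cutoff, the solvent-only control mean plus 3 SD; inconclusive = no clear call, values can overlap the other calls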;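 note: cells exposed to compound for four days before flow analysis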
# Myeloid diff 2 GFP+ MAC1+ % – second read-out of Myeloid diff 2, no call of its own (marks repeat the call); GFP+ MAC1+ double positive, %; measured here: differentiation confirmed by MAC1 staining
# * = called active by the depositor; i = inactive; u = inconclusive; x = not tested or not shown; + = active, no number. A portion of the library; rates above refer to the full screens.
SMILES,Myeloid diff 2,Myeloid diff 2 GFP+ MAC1+ %
Cc1sc2ncnc(N3CCC(C(=O)NNC(=O)COc4ccc(Cl)cc4)CC3)c2c1C,i,0.0
Cc1noc(C)c1-c1ccc(C(=O)NCC(C)C)c2occc12,i,0.5
COC(=O)c1sc(S(=O)(=O)N2CCN(c3ccccc3F)CC2)c(C(=O)OC)c1C,i,0.6
O=S(=O)(c1ccccc1)N1CN(c2ccc(F)cc2F)c2nc3ccccc3nc21,i,0.7
NNC(=O)c1cc(S(=O)(=O)N2CCOCC2)c[nH]1,i,1.9
COc1ccc2sc(-c3ccc(SC)cc3)c(/C=C/c3ccc(OC)c(OC)c3)c2c1,i,3.4
COc1ccc(CCNC(=O)CCc2ccccc2)cc1OC,i,0.4
O=C(CCNC(=O)c1ccccc1)NNC(=O)c1ccc(F)cc1,i,1.1
C=CCn1cnnc1SCC(=O)N(C1CCCCC1)C1CCS(=O)(=O)C1 (stereo not given),i,7.2
CC(C(=O)OCC(=O)Nc1ccc(S(N)(=O)=O)cc1)N1C(=O)c2ccccc2C1=O (stereo not given),i,0.9
O=[N+]([O-])c1ccc(N2CCOCC2)c([N+](=O)[O-])c1,i,1.4
COc1cccc(/C=C/C(=O)OCC(=O)NC2CC2)c1,i,0.2
C[C@H]1CN(c2ccccc2)C(=O)[C@@H]1CC(=O)Nc1ccc(Br)cc1,i,0.8
Cc1cccc(S(=O)(=O)N[C@@H]2CC[C@@H](CCNS(=O)(=O)c3ccccc3F)O[C@@H]2CO)c1,i,1.8
CN(C(=O)COC(=O)c1ccc(Cl)c(S(=O)(=O)N2CCCCC2)c1)C1(C#N)CCCCC1,i,0.4
CN(CC(=O)Nc1ccc(Cl)c(Cl)c1)C(=O)CNC(=O)C1CCCCC1,i,0.6
CCCn1c(N)c(C(=O)CSc2nnc(-c3cccs3)n2C2CC2)c(=O)[nH]c1=O,i,1.0
CN1C(=O)N(CC(=O)N2CCN(S(=O)(=O)Cc3ccccc3)CC2)C(=O)C12CCCCC2,i,0.3
COc1ccccc1C(=O)NC(CCSC)C(=O)NCc1ccncc1 (stereo not given),i,1.2
COC(=O)[C@@]12CCCCN1[C@H](c1ccc(-c3ccc(F)cc3)c(OC)c1)[C@@H]1C(=O)N(C)C(=O)[C@@H]12,i,2.4
O=C(CSc1nnnn1C1CC1)N1CCN(c2ccc(O)cc2)CC1,i,0.4
O=[N+]([O-])c1ccc(Nc2ccccc2O)c([N+](=O)[O-])c1,+,1.6*
O=C(CN1CCN(C(=O)C2CCN(C(=O)/C=C/c3ccccc3)CC2)CC1)Nc1ccccc1Cl,i,1.7
O=C1NC[C@H](Cc2ccc(O)cc2)N(CCc2cc(C(F)(F)F)cc(C(F)(F)F)c2)C1=O,i,0.8
C=CCOC(=O)C1=C[C@H](c2ccc3c(c2)OCO3)C[C@H](OCCCCO)O1,i,0.8
Cc1ccc(C(=O)OCC(=O)N2CCCCCC2)c(O)c1,i,1.2
O=C1C=CC(=NN=C(c2ccccc2)c2ccccc2)C=C1,i,0.8
C=C1C(=O)O[C@@]23[C@H]1CC[C@@H](C)[C@@H]2CC[C@@]1(C)O[C@@H]31,i,3.2
O=C(NCc1ccco1)c1cccc2c1C(=O)c1ccc(N3CCC(Cc4ccccc4)CC3)cc1S2(=O)=O,i,1.4
CCN1C(=O)[C@H]2[C@@H](c3ccc(OC)cc3)N[C@]3(CCCN(Cc4ccc(Cl)cc4)C3=O)[C@H]2C1=O,i,3.4
CC(=O)Nc1ccc(S(=O)(=O)Nc2nc(C)nc3sc(C)c(C)c23)cc1,i,0.4
CSc1ncccc1C(=O)Nc1cccc(S(=O)(=O)N2CCCCC2)c1,i,0.2
Cc1cc(Cl)ccc1OCC(=O)N(Cc1ccco1)c1c(N)n(Cc2ccccc2)c(=O)[nH]c1=O,i,0.8
O=C(CNC(=O)c1ccccc1)Oc1cccc(Cl)c1,i,0.7
COCCS(=O)(=O)N(Cc1ccc(Br)cc1)[C@@H](C)C(=O)OC,i,0.7
CC1=C(C(=O)N2CCOCC2)CC(CC(=O)NCCCCc2ccccc2)C(=O)N1Cc1ccc(C(C)(C)C)cc1 (stereo not given),i,0.1
CCCCN1C(=O)C(=O)N(CC(=O)Nc2ccc(C(N)=O)cc2)C1=O,i,1.0
C[C@]12CC[C@H](OC(=O)CCC(=O)O)CC1=CCC1C2CC[C@@]2(C)C1CC[C@@H]2N (stereo not given in full),i,0.6
O=C1C(Cl)=C(NCc2ccco2)C(=O)c2ccccc21,i,5.0
O=C(CC1CC2CCC1C2)N1CCN(S(=O)(=O)c2ccccc2C(F)(F)F)CC1 (stereo not given),i,0.4
COc1ccc(S(=O)(=O)N2CCCCC2c2cc(C(=O)NC(C)C)no2)cc1 (stereo not given),i,0.9
CCn1nc(C(=O)NNC(=O)C2CSC3(C)CCC(=O)N23)c2ccccc2c1=O (stereo not given),i,0.4
CCOC(=O)c1c(C)[nH]c(C)c1C(=O)COC(=O)c1ccc(S(=O)(=O)C(F)F)cc1,i,0.7
CCOc1ccc(CCN2C(=O)C(=O)N([C@@H](Cc3ccccc3)CN3CCC[C@H]3CN3C(=O)C(=O)NC[C@@H]3Cc3ccccc3)C[C@@H]2Cc2ccccc2)cc1,i,1.3
CC(C)=CC1C(C(=O)NCCc2ccccc2)C1(C)C (stereo not given),i,0.7
C[C@H](CO)N1C[C@H](C)[C@@H](CN(C)S(=O)(=O)c2ccc(F)cc2)Oc2ccc(NC(=O)Cc3cn(C)c4ccccc34)cc2C1=O,i,1.3
CSc1ccc(Cl)c(C(=O)Nc2cc(S(=O)(=O)N3CCOCC3)ccc2N2CCOCC2)c1,i,1.2
CC(=O)NCCc1ccc(-c2csc(NC(=O)C3CC(=O)N(C4CCCC4)C3)n2)cc1 (stereo not given),i,0.6
Cc1cccc(C(=O)N=C2SC3CS(=O)(=O)CC3N2c2ccccc2)c1 (stereo not given),i,1.1
C[C@@]12C(=O)N(Cc3ccco3)CC(=O)N1[C@H]1c3ccccc3OC[C@@H]1[C@@H]2c1ccccc1,i,1.7
Cc1ccc(NC(=O)c2nc[nH]c2C(=O)NCCCCCCNC(=O)c2[nH]cnc2C(=O)Nc2ccc(C)cc2)cc1,i,1.1
CC(C)COc1ccc(C(=O)OCC(=O)NCc2cccs2)cc1,i,1.8
CC(=O)Oc1ccc(C(=O)Nc2cccc(C(=O)c3ccc(C)c(C)c3)c2)cc1,i,0.2
COc1ccc(C(C#N)=C2C=CC(=NO)C(C)=C2Cl)cc1,i,1.9
CSc1nc(-c2ccccc2)nc(C(C)C)n1,i,0.7
Cc1ccc(NC(=O)NC(=O)COc2ccccc2C(N)=O)c(C)c1,i,1.0
CCOc1ccccc1NC(=O)COC(=O)c1ccc2ccccc2n1,i,0.4
O=C(c1ccncc1)N(c1ccc(N2CCOCC2)cc1)C(c1ccccc1)c1nc2ccccc2[nH]1 (stereo not given),i,1.9
Cc1ccc(C)c(OCc2cc(C(=O)N3CCN(C4CCCCC4)CC3)no2)c1,i,1.5
CC(C)c1ccc(O)c(=O)cc1,i,5.0

# Whole records, quoted from the list:
# `COC(=O)c1sc(S(=O)(=O)N2CCN(c3ccccc3F)CC2)c(C(=O)OC)c1C` in the list: Myeloid diff 2 = i; Myeloid diff 2 GFP+ MAC1+ % = 0.6
# `O=C1C(Cl)=C(NCc2ccco2)C(=O)c2ccccc21` in the list: Myeloid diff 2 = i; Myeloid diff 2 GFP+ MAC1+ % = 5.0

# Next part:
SMILES,Myeloid diff 2,Myeloid diff 2 GFP+ MAC1+ %
Cc1cccc(S(=O)(=O)NC(=O)C2(C)CCN2C(=O)C2(c3ccc(Cl)cc3)CCC2)c1 (stereo not given),i,0.0
Cc1cn([C@H]2C[C@H](O)[C@@H](/C=C/C(=O)NCc3cccc4ccccc34)O2)c(=O)[nH]c1=O,i,1.8
Cc1cccc(N2CCN(C3C(=O)Nc4ccccc4-n4nnnc43)CC2)c1C (stereo not given),i,2.0
COc1cccc(-c2sc3ccccc3c2-c2ccc(OCCN3CCCC3)cc2)c1,i,3.1
Fc1ccccc1-c1nc(-c2ccc(-c3nn[nH]n3)cc2)no1,i,3.1
Nc1cc(N)nc(SCC(=O)NC2CCCCCCC2)n1,i,0.1
N#Cc1ccccc1NC(=O)COC(=O)c1c[nH]c2ccccc12,i,1.0
COc1cc(C(=O)OCCc2cc3ccccc3c(=O)o2)cc(OC)c1OC,u,x
CCOCc1c(C(=O)OCC(=O)Nc2ccccc2C(N)=O)oc2ccccc12,i,0.1
C[C@H](CO)N1C[C@H](C)[C@@H](CN(C)C(=O)NC2CCCCC2)Oc2c(NC(=O)Nc3ccccc3)cccc2C1=O,i,1.1
CCC1CCCCN1C(=O)CSc1nnc(N)s1 (stereo not given),i,1.1
O=C(CN1C(=O)NC(Cc2c[nH]c3ccccc23)C1=O)Nc1ccccc1Br (stereo not given),i,0.5
CCCCn1c(SCC(=O)NC2CC2)nc2cc(C(=O)OC)ccc2c1=O,i,1.0
O=C1C=C(c2ccc3c(c2)oc2ccccc23)C[C@@H](c2ccc(Cl)cc2)C1,i,1.4
COc1ccc(-c2nnn(CC(=O)NC(=O)NC3CCCCC3)n2)cc1OC,i,1.2
N#Cc1ccccc1S(=O)(=O)N1CCN(CC(O)CN2CCOCC2)CC1 (stereo not given),i,0.1
COc1cc(C(=O)NN=Cc2ccc(N(C)C)cc2)cc(OC)c1OC,i,0.6
O=C(NCc1ccc(F)cc1)c1cc(C2CCCCN2C(=O)CCc2ccccc2)on1 (stereo not given),i,0.4
CC(C)(C)NC(=O)C1c2ccccc2OCC(=O)N1Cc1ccco1 (stereo not given),i,1.0
COc1cccc(C2=CC(=O)CC(C)(C)C2)c1,i,1.0
CC(C)Cn1nc(C(=O)NCc2ccccc2CN2CCCC2)c2ccccc2c1=O,i,0.6
CN(CC(=O)Nc1ccccc1Cl)C(=O)C1CCN(C(=O)c2ccc(F)cc2)CC1,i,0.8
COc1cc(Nc2ncc3c(n2)CCN(C(=O)Nc2ccc(C(C)C)cc2)C3)cc(OC)c1OC,u,x
O=C(CC1CC1)Nc1ccc2c(c1)[C@@H]1C[C@H](CC(=O)NC3CCCC3)O[C@@H](CO)[C@@H]1O2,i,2.4
O=C(Cc1ccc2c(c1)OCCO2)Nc1cc(C(F)(F)F)ccc1N1CCOCC1,i,0.8
CN(Cc1cnn(-c2ccc(F)cc2)c1)C(=O)[C@H]1O[C@@H](n2cnc3c(N)ncnc32)[C@H](O)[C@@H]1O,i,1.7
CCn1c(=S)[nH]c2c(=O)n(C)c(=O)n(C)c21,i,1.0
CCC/C(C#CCCN1C(=O)c2ccccc2C1=O)=C1/c2ccccc2C(=O)N1c1ccccc1,i,0.7
O=C(O)C(Cc1ccccc1)N1C(=O)C=CC1=O (stereo not given),i,0.5
COCCN(CC(=O)Nc1cccc(C)c1C)C(=O)/C=C/c1ccc2c(c1)OCCO2,i,1.5
CCCc1cc(=O)[nH]c(SCC(=O)Nc2ccc3ccccc3c2)n1,i,0.6
Cc1cc(NC(=O)COC(=O)[C@H](Cc2ccccc2)NC(=O)c2ccco2)no1,i,1.1
CC(NC(=O)C1CCCN1C(=O)c1cccs1)c1ccc(Cl)cc1Cl (stereo not given),i,1.6
O=C(O)CC(c1ccccc1)N1C(=O)c2ccccc2C1=O (stereo not given),i,0.5
COc1cc2c(cc1OC)C1CCc3cc4c(cc3C1N=C2)OCO4 (stereo not given),i,1.2
COc1ccc(NC(=O)c2cc(C3CC3)nc3c2cnn3C(C)C)cc1OC,i,1.5
CN1CCN(c2ccc3c(c2)OC[C@@H](Cc2ccccc2)NS3(=O)=O)CC1,i,1.0
O=C(c1ccc(CS(=O)c2ccccc2Cl)o1)N1CCN(C2CCCCC2)CC1 (stereo not given),i,0.9
CCN(c1ccccc1)S(=O)(=O)c1ccc(C(=O)N2CCOCC2)cc1,i,1.1
CSc1ccc(/C=C(\C(=O)O)c2ccc(S(=O)(=O)N3CCCC3)s2)cc1,i,0.5

# An excerpt from further up:
SMILES,Myeloid diff 2,Myeloid diff 2 GFP+ MAC1+ %
Cc1sc2ncnc(N3CCC(C(=O)NNC(=O)COc4ccc(Cl)cc4)CC3)c2c1C,i,0.0
Cc1noc(C)c1-c1ccc(C(=O)NCC(C)C)c2occc12,i,0.5
COC(=O)c1sc(S(=O)(=O)N2CCN(c3ccccc3F)CC2)c(C(=O)OC)c1C,i,0.6

# (more compounds)
SMILES,Myeloid diff 2,Myeloid diff 2 GFP+ MAC1+ %
O=C(NCc1ccccc1)c1cc(C2CCCN(S(=O)(=O)c3cccc4cccnc34)C2)on1 (stereo not given),i,1.2
O=C(NCc1ccccc1)OC1CC2CC1[C@H]1CCCCN1C2=O (stereo not given in full),i,1.2
COc1ccc([N+](=O)[O-])cc1NS(=O)(=O)c1cc(C(=O)NCc2cccnc2)ccc1Cl,i,1.4
O=c1c2ccccc2nc2sc(Nc3cccc(Cl)c3)nn12,i,0.3
Cc1ccc(S(=O)(=O)NC2CCCCC2)cc1,i,0.7
COc1ccc(C(C)=O)cc1COC(=O)C1CCN(C(=O)c2ccc(Cl)cc2)CC1,i,0.2
Cc1ccc(NC(=O)CN(C)C(=O)c2ccccc2Cc2ccccc2)cc1,i,0.6

# Some values from the entries so far:
# Cc1ccc(NC(=O)CN(C)C(=O)c2ccccc2Cc2ccccc2)cc1 – Myeloid diff 2 GFP+ MAC1+ % = 0.6
# O=C(NCc1ccccc1)OC1CC2CC1[C@H]1CCCCN1C2=O (stereo not given in full) – Myeloid diff 2 GFP+ MAC1+ % = 1.2
# COc1ccc(C(C)=O)cc1COC(=O)C1CCN(C(=O)c2ccc(Cl)cc2)CC1 – Myeloid diff 2 GFP+ MAC1+ % = 0.2
# COc1ccc([N+](=O)[O-])cc1NS(=O)(=O)c1cc(C(=O)NCc2cccnc2)ccc1Cl – Myeloid diff 2 GFP+ MAC1+ % = 1.4
# O=c1c2ccccc2nc2sc(Nc3cccc(Cl)c3)nn12 – Myeloid diff 2 GFP+ MAC1+ % = 0.3
# O=C(NCc1ccccc1)c1cc(C2CCCN(S(=O)(=O)c3cccc4cccnc34)C2)on1 (stereo not given) – Myeloid diff 2 GFP+ MAC1+ % = 1.2
# Cc1ccc(S(=O)(=O)NC2CCCCC2)cc1 – Myeloid diff 2 GFP+ MAC1+ % = 0.7
